Screening results deposited in PubChem by several laboratories.
HIV peptide binding = inhibitors of HIV fusion peptide binding, primary screen, biochemical, uHTS, fluorescence dequenching (AID 1986); 290,000 tested, 0.3% active; inhibition, % at 20 µM, or IC50 in µM where a hit was titrated; cell-free peptide binding, fluorescence dequenching, 30 min; higher % means a stronger effect; in the data active = inhibition mostly above about 52%, no sharp cut-off; inactive = mostly below about 76%; also: some results filed as inactive read as strong as hits
NOD1 inhibition = inhibition of NOD1-driven NF-kB reporter – cell-based, luminescence, uHTS, primary screen (AID 1578); NOD1-driven NF-kB luciferase reporter cells, luminescence; higher % means a stronger effect; inhibition, % at 4 µM, or EC50 in µM where a hit was titrated; 290,000 tested, 1% active; in the data active = inhibition mostly above about 36%, no sharp cut-off; inactive = mostly below about 34%;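 also: HEK-293T reporter cells stimulated with the NOD1 agonist gamma-tri-DAP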
Myeloid diff MLP = compounds promoting myeloid differentiation; ER-HoxA9 myeloid progenitors, lysozyme-GFP differentiation, flow cytometry; calls only at 10 µM; 360,000 tested, 1% active; AID 624256;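 active = normalized GFP-positive differentiation at or above the plate's own cutoff, the solvent-only control mean plus 3 SD; inconclusive = no clear call, values can overlap the other calls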;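 also: cells exposed to compound for four days before flow analysis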
KOR beta-arrestin-1 = kappa opioid receptor activators – cell-based, luminescence, uHTS, primary screen (AID 1777); KOR beta-arrestin recruitment, luminescence; higher % means a stronger effect; one-dose activation, % at 10 µM; EC50 in µM for titrated hits; 280,000 tested, 0.02% active; in the data active = activation above about 50%, passing the limit was not always enough; also: a part of the inactive calls stands beside numbers as strong as those of hits
GPR35 arrestin U2OS = GPR35 antagonists blocking zaprinast-driven arrestin recruitment, primary screen, imaging, U2OS, beta-arrestin-GFP, zaprinast agonist (AID 2058); inhibition, % at 10 µM, or IC50 in µM where a hit was titrated; 290,000 tested, 0.052% active; U2OS GPR35 beta-arrestin-GFP translocation imaging, zaprinast antagonism; higher % means a stronger effect;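 active = inhibition of at least 50% with at least 30 cells and total cytoplasm GFP at most 10,000,000; inconclusive = under 30 cells or total GFP of 10,000,000 plus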
NOD2 inhibition = inhibition of NOD2-driven NF-kB reporter – cell-based, luminescence, uHTS, HEK293 (AID 1566); HEK293 NOD2/NF-kB luciferase reporter, luminescence; higher % means a stronger effect; one-dose inhibition, % at 4 µM; EC50 in µM for titrated hits; 290,000 tested, 0.63% active; also: many of its hits are not listed in these tables
GPR55 activation = selective activators of receptor GPR55 – imaging, U2OS cells, beta-arrestin-GFP redistribution, primary screen (AID 1961) | U2OS GPR55 beta-arrestin-GFP redistribution imaging; higher % means a stronger effect | one-dose activation, % at 10 µM; EC50 in µM for titrated hits | 290,000 tested, 0.048% active;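 active = activation above 40% with more than 50 cells counted in the well; inconclusive = wells holding fewer than 50 cells, flagged as toxic or sparse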;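 also: U2OS osteosarcoma cells stably expressing GPR55 and beta-arrestin-GFP; plate controls were DMSO negative control for no effect and LPI positive control for full effect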
GPR55 LPI antagonism = inhibition of LPI-stimulated GPR55 beta-arrestin translocation – imaging, U2OS, beta-arrestin-GFP, LPI agonist, primary screen (AID 2013); inhibition, % at 10 µM; hits with a dose series show IC50 in µM; 290,000 tested, 0.13% active; U2OS GPR55 beta-arrestin-GFP translocation imaging, LPI antagonism; higher % means a stronger effect;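 active = spots per cell inhibited over 60%, with over 100 cells counted and total cytoplasm intensity under 500,000; inconclusive = wells with under 100 cells, flagged as likely toxic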;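 also: U2OS cells stably carrying GPR55 and arrestin-GFP stimulated by 5 µM LPI near EC80; imaged beta-arrestin-GFP aggregate spots per cell after agonist stimulation; plate controls were LPI-stimulated DMSO wells for no effect and DMSO wells without LPI for full effect; some results filed as inactive read as strong as hits; confirmed hits need IC50 under 10 µM and bright autofluorescent wells are also inconclusive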
KOR beta-arrestin-2 = KOR antagonists, beta-arrestin recruitment, cell-based, luminescence, uHTS (AID 1778); KOR beta-arrestin recruitment, luminescence, antagonist mode; higher % means a stronger effect; inhibition, % at 10 µM, or IC50 in µM where a hit was titrated; 290,000 tested, 0.091% active; also: strong numbers were not always called active
Myeloid diff MLP GFP+ MAC1+ % = further read-out of Myeloid diff MLP, marked with its call; GFP+ MAC1+ double positive, %; measured here: differentiation confirmed by MAC1 staining
Numbers without * were called inactive; i = inactive; ? = inconclusive; / = no result given; [ ] = another dose, or the depositor's remark. Rule as the data show it, unless noted: active = inhibition above about 50%; inactive = the rest. A portion of the library. The share of hits here may be higher or lower than overall.

Letter code – A = HIV peptide binding; B = NOD1 inhibition; C = Myeloid diff MLP; D = Myeloid diff MLP GFP+ MAC1+ %; E = KOR beta-arrestin-1; F = GPR35 arrestin U2OS; G = NOD2 inhibition; H = GPR55 activation; I = GPR55 LPI antagonism; J = KOR beta-arrestin-2
1. N#Cc1nc(-c2cccs2)oc1N1CCN(c2ccccc2)CC1
  A: -1.9% | B: 6% | C: i | D: 6.8 | E: -0.9% | F: 17% | G: -8% | H: 0.2% | I: -14% | J: -58%

2. CC(=C\C(=O)O)/C(=C/c1ccco1)C(=O)O
  A: 3.0% | B: 1% | C: i | D: 0.3 | E: -0.3% | F: 2% | G: 0% | H: 0.0% | I: -16% | J: 17%

3. NS(=O)(=O)c1ccc(CCNC(=O)/C=C/c2cccc([N+](=O)[O-])c2)cc1
  A: 1.9% | B: -22% | C: i | D: 0.7 | E: -0.4% | F: 9% | G: 12% | H: -0.1% | I: -2% | J: -51%[20 µM]

4. CSCc1c(C(=O)Nc2ccc(N3CCOCC3)cc2)oc2ccccc12
  A: -1.3% | B: 6% | C: i | D: 0.5 | E: 1.3% | F: 12% | G: 16% | H: -0.1% | I: -1% | J: -26%

5. O=C(Cc1c[nH]c2ccccc12)Nc1cccc(S(=O)(=O)N2CCCCC2)c1
  A: 0.9% | B: -6% | C: / | D: / | E: -1.2% | F: 14% | G: 2% | H: -0.2% | I: 2% | J: -6%

6. Brc1ccc2nc(-c3cccs3)c(NCC3CCCO3)n2c1 (centres undefined)
  A: 8.9% | B: 41% | C: ? | D: / | E: 3.0% | F: -1% | G: -33% | H: 0.2% | I: -3% | J: -49%

7. O=C(O)CSc1nnc(Cc2ccccc2)n1-c1ccccc1
  A: -1.6% | B: / | C: i | D: 0.8 | E: -2.6% | F: 7% | G: -5% | H: -0.2% | I: 18% | J: 15%

8. Cc1nn2c(-c3ccncc3)ccnc2c1Br
  A: -0.4% | B: -20% | C: i | D: 0.4 | E: 3.6% | F: -15% | G: -4% | H: -0.3% | I: -8% | J: -15%

9. O=C(N=C1SC2CS(=O)(=O)CC2N1c1ccc(Cl)cc1Cl)C1CCCO1 (centres undefined)
  A: -0.1% | B: -20% | C: ? | D: / | E: 1.8% | F: -12% | G: -17% | H: 0.2% | I: -2% | J: 0%

10. CCc1ccc2c(CN3CCC(C(=O)OC)CC3)cc(=O)oc2c1
  A: -0.6% | B: 6% | C: i | D: 0.2 | E: -1.3% | F: -7% | G: -7% | H: -0.1% | I: -25% | J: -2%

11. CCN1CCN(Cc2ccc(NC(=O)Nc3ccc(OC)cc3)cc2)CC1
  A: -0.2% | B: -28% | C: i | D: 2.0 | E: 0.3% | F: -6% | G: -6% | H: 0.9% | I: 7% | J: 7%

12. Cc1nc(-c2cccc(NC(=O)C(C)Oc3ccccc3)c2)cs1 (centres undefined)
  A: 0.5% | B: -7% | C: i | D: 0.6 | E: -0.3% | F: -14% | G: 19% | H: 0.3% | I: -2% | J: 4%

13. COC(=O)c1cn[nH]c1NC(=S)Nc1ccc(C)cc1Cl
  A: 8.6% | B: -120% | C: i | D: 5.5 | E: 2.9% | F: -10% | G: 0% | H: -0.4% | I: 10% | J: 3%

14. COc1cc(/C=C2/SC(=S)N(CC(=O)O)C2=O)ccc1OCC(=O)Nc1ccc(C)c(C)c1
  A: 18µM* | B: -23% | C: i | D: 0.4 | E: 2.4% | F: -14% | G: 10% | H: -0.1% | I: 16% | J: -32%

15. CCCN1CCC(NC(=O)Nc2cc(Cl)ccc2OC)CC1
  A: -0.7% | B: -10% | C: i | D: 0.7 | E: 0.3% | F: 4% | G: 13% | H: -0.3% | I: 3% | J: 1%

16. COc1ccc(OC)c(NC(=O)COC(=O)CSc2ccc(Cl)cc2)c1
  A: 0.0% | B: -5% | C: i | D: 0.0 | E: 3.2% | F: 10% | G: 22% | H: -0.3% | I: 1% | J: 18%

17. COc1cccc(NC(=O)Cn2c3ccc(OC)cc3c3nc4n(c(=O)c32)CCS4)c1
  A: 1.0% | B: -9% | C: i | D: 6.1 | E: 1.1% | F: 16% | G: -2% | H: 0.2% | I: 3% | J: -47%

18. O=C(O)COc1ccccc1/C=N/NC(=O)c1ccc2c(c1)OCCO2
  A: 1.1% | B: -10% | C: i | D: 2.4 | E: 4.6% | F: 20% | G: 8% | H: 0.0% | I: 4% | J: -13%

19. Cc1cccc(/N=C/c2nc(-c3ccccc3Br)oc2O)n1
  A: -3.9% | B: -14% | C: i | D: 0.3 | E: -3.8% | F: 4% | G: 4% | H: 0.0% | I: 14% | J: -16%

20. Cc1cc2cc(CNC(=O)c3ccc(S(=O)(=O)N4CCOCC4)cc3)ccc2n1C
  A: 0.9% | B: -18% | C: i | D: 3.6 | E: -3.4% | F: -14% | G: -3% | H: -0.3% | I: -5% | J: 0%

21. Cc1ccc(NC(=O)N2CCC(C(=O)NCc3ccc(F)cc3)CC2)cc1
  A: 7.2% | B: 8% | C: i | D: 0.8 | E: 0.2% | F: -4% | G: -2% | H: -0.2% | I: 14% | J: 2%

22. N=c1n(CCO)c2ccccc2n1Cc1ccc(Cl)cc1
  A: -0.4% | B: -29% | C: i | D: 0.7 | E: 1.8% | F: 4% | G: 2% | H: -0.3% | I: 11% | J: -4%

23. S=C(Nc1ccccn1)NC1CCCCC1
  A: -0.1% | B: -7% | C: i | D: 0.3 | E: 6.3% | F: 1% | G: 13% | H: 0.3% | I: -2% | J: -7%

24. c1ccc2c(c1)OCC(CNCC1COc3ccccc3O1)O2 (centres undefined)
  A: 2.4% | B: -10% | C: i | D: 0.6 | E: 6.7% | F: -4% | G: -2% | H: 1.3% | I: 12% | J: -28%[20 µM]

25. Cc1ccc(OCc2cc(C(=O)NC3CCc4ccccc43)no2)cn1 (centres undefined)
  A: 0.1% | B: 2% | C: i | D: 1.7 | E: -4.5% | F: 0% | G: 32% | H: -0.1% | I: -9% | J: 0%

26. CC(C)OC(=O)C(=O)NNc1ccccc1
  A: -4.2% | B: -18% | C: i | D: 0.7 | E: -3.8% | F: 4% | G: -103% | H: 0.4% | I: 9% | J: -32%

27. CN1CCN(c2c(F)cc3c(=O)c(C(=O)O)cn4c3c2OCN4C)CC1
  A: 0.7% | B: -6% | C: i | D: 0.4 | E: 0.3% | F: -16% | G: 13% | H: 1.2% | I: 10% | J: 21%

28. COc1ccc(C(=O)Nc2ccccc2C(N)=O)cc1
  A: 0.0% | B: -35% | C: i | D: 5.7 | E: 3.7% | F: 4% | G: -68% | H: -0.1% | I: -2% | J: 32%

29. CCOC(=O)C(NC(=O)c1ccccc1)=C1C=C(C)OC(C)=C1
  A: -1.3% | B: -4% | C: i | D: 0.8 | E: 4.9% | F: 13% | G: 5% | H: -0.2% | I: -1% | J: 11%

30. Cc1ccc(N=Nc2c(O)ccc3n[nH]nc23)cc1
  A: -1.9% | B: -8% | C: i | D: 1.6 | E: 2.0% | F: 0% | G: -71% | H: -0.1% | I: -3% | J: 30%

31. CCOc1ccc(-n2c(=O)[nH]cc(C(=O)N3CCc4ccccc43)c2=O)cc1
  A: -0.5% | B: -21% | C: i | D: 0.6 | E: 1.2% | F: 0% | G: 22% | H: 0.6% | I: 16% | J: -14%

32. CN(C)c1ccc(C(=O)c2ccccc2)cc1
  A: -1.4% | B: -74% | C: i | D: 0.5 | E: 0.0% | F: -4% | G: -43% | H: -0.1% | I: 4% | J: -12%

33. CCC(C)[C@H](NC(=O)N1CCCCC1)C(=O)OC (some centres undefined)
  A: 0.1% | B: -12% | C: i | D: 0.1 | E: 2.5% | F: 7% | G: -18% | H: -0.3% | I: -4% | J: -23%

34. Cc1cc(C[n+]2ncsc2N)c2ncccc2c1
  A: -0.2% | B: -2% | C: i | D: 0.1 | E: -1.6% | F: 4% | G: 1% | H: 0.9% | I: 6% | J: 24%

35. CCc1ccc(NC(=O)CSc2nnc(-c3n[nH]c4ccccc34)n2-c2ccccc2)cc1
  A: 3.2% | B: 6% | C: i | D: 1.2 | E: -20% | F: -6% | G: 11% | H: 0.4% | I: 14% | J: -35%

36. CCC(CC)=C(C#N)C(=O)NC1CCCCC1
  A: -2.4% | B: -9% | C: i | D: 0.4 | E: 7.6% | F: 0% | G: 16% | H: -0.4% | I: 8% | J: 22%

37. Cc1ccc(S(=O)(=O)N2CC(=O)Nc3ccccc32)cc1
  A: 0.2% | B: -5% | C: i | D: 7.6 | E: -2.7% | F: -4% | G: -10% | H: 0.0% | I: -4% | J: 6%

38. Cc1ccccc1N1CC(=O)N(c2ccccc2C)CC1=O
  A: 2.6% | B: -26% | C: i | D: 0.8 | E: 0.0% | F: -11% | G: 6% | H: -0.1% | I: 1% | J: -30%

39. O=S(=O)(N/N=C1\CC(c2ccccc2)Oc2ccccc21)c1ccccc1 (centres undefined)
  A: 2.7% | B: 8% | C: i | D: 0.8 | E: -2.8% | F: 11% | G: 3% | H: -0.1% | I: -4% | J: -2%

40. Nc1n[nH]c(N)c1N=Nc1ccc2c(c1)OCO2
  A: -3.6% | B: 32% | C: i | D: 0.2 | E: -2.4% | F: -17% | G: -20% | H: -0.1% | I: -10% | J: -13%[20 µM]

41. OC(CN1CCOCC1)(c1ccccc1)c1ccccn1 (centres undefined)
  A: -1.2% | B: -9% | C: i | D: 0.2 | E: 1.5% | F: -2% | G: -6% | H: 0.3% | I: -3% | J: -14%

42. COC(=O)c1ccc(OC(C)C(=O)c2ccc(C)cc2)cc1 (centres undefined)
  A: -0.7% | B: -20% | C: i | D: 0.7 | E: -2.9% | F: 8% | G: -7% | H: 0.6% | I: -2% | J: -4%

43. COc1ccc2oc(C(=O)N(C)Cc3ccc(OC(F)F)cc3)c(C)c2c1
  A: -0.1% | B: -19% | C: ? | D: / | E: -6.3% | F: 0% | G: 22% | H: -0.1% | I: 0% | J: -10%

44. CCOc1ccc(N(CC(=O)Nc2cc(OC)cc(OC)c2)S(=O)(=O)c2c(C)[nH]c(=O)[nH]c2=O)cc1
  A: 4.6% | B: -18% | C: i | D: 0.7 | E: 2.7% | F: -12% | G: 14% | H: 0.1% | I: 8% | J: -43%

45. Cc1ccc(S(=O)(=O)NCc2cn3ccsc3n2)c(C)c1
  A: -1.3% | B: 37% | C: i | D: 0.5 | E: 5.3% | F: -4% | G: 3% | H: -0.2% | I: -1% | J: -16%
